Assay outcomes (PubChem)
Yp Topo-I inh: blocks Yersinia pestis topoisomerase I activity. Y. pestis Topo-I cleavage product accumulation, plate reader. activity, % at 10 µM. hit rate 0.064% among 360,000. AID 504884; in the data active means activity above about 50%, passing the limit was not always enough; further: inactives centre near 2
PfHsp40 yeast: restores yeast growth despite PfHsp40 toxicity. S. cerevisiae expressing PfHsp40, growth rescue, ATP luminescence. growth rescue, % at 12.5 µM. hit rate 0.68% among 340,000; in the data active means growth rescue above about 28%, passing the limit was not always enough;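 further: yeast W303a lacking pdr1 and pdr3 grown in galactose medium; growth measured after three days at 30 °C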
DUSP3 inh: inhibitors of human VHR1 phosphatase (DUSP3). inhibition, % at 13.3 µM. recombinant VHR phosphatase, pNPP absorbance. P51452. hit rate 0.52% among 290,000; in the data active means inhibition above about 50%; further: some compounds called inactive have numbers as strong as hits
Target sequence (P51452 whole entry, looked up): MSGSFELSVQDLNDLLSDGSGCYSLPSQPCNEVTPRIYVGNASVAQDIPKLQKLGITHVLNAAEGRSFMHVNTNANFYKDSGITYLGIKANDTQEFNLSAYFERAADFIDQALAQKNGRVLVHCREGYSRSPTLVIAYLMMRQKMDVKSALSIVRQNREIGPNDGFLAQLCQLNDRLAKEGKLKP
BH1578 lux ind: quorum light induction in luxS cqsA deficient V. cholerae. V. cholerae BH1578 lux reporter, luminescence, 6 h. activation, % at 18.7 µM. hit rate 0.16% among 350,000. AID 588436; in the data active means activation mostly above about 9.7%, no sharp cut-off; further: not every result past the cut was called active; inactives centre near 0; reference of the scale not given here
Anthrax LF prot: blocks Bacillus anthracis lethal factor protease; P15917; multiplex microsphere protease cleavage assay, LF; inhibition, % at 10 µM; hit rate 0.12% among 360,000; in the data active means inhibition above about 30%; further: plate controls were buffer without enzyme for full effect and enzyme alone for no effect
Target sequence (P15917 whole entry, looked up): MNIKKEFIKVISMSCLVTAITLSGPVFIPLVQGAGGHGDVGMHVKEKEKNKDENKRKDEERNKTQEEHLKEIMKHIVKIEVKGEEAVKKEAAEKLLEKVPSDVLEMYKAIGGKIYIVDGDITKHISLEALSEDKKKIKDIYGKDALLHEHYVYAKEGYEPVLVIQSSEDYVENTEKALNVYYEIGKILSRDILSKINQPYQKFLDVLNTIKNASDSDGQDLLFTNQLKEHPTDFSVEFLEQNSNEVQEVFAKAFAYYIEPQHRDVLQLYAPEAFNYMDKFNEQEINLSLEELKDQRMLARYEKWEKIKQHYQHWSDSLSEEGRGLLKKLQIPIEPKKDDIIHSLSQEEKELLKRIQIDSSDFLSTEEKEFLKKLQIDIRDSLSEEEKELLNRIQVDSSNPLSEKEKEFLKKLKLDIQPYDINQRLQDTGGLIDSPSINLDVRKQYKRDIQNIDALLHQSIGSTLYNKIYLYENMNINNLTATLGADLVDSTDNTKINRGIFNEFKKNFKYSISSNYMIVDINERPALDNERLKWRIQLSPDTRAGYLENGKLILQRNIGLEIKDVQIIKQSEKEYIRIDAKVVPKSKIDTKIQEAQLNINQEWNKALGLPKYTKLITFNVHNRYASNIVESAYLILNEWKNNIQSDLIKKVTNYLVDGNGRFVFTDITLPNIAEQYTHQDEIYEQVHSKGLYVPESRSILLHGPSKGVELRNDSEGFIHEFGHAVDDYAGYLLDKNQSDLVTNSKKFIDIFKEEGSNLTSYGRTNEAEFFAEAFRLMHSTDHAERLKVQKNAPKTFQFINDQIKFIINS
TcdB inh: inhibitors of Clostridioides difficile toxin B glycohydrolase; TcdB glycohydrolase enzymatic assay, plate reader; inhibition, % at 9.99 µM; hit rate 0.24% among 350,000; AID 652162; in the data active means inhibition above about 10%
Rv3671c protease: Rv3671c (M. tuberculosis) protease inhibition; inhibition, % at 5.96 µM; hit rate 0.048% among 320,000; AID 2606; in the data active means inhibition above about 38%;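 further: extracellular domain of Rv3671c used as enzyme; 0% = enzyme with DMSO and 100% = no enzyme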
PriA SSB inh: blocks PriA binding to SSB C-terminal tail; AlphaScreen SSBct-PriA binding, biotinylated peptide; hit rate 0.6% among 430,000; AID 1272365; inhibition, % at 33 µM; in the data active means inhibition mostly above about 37%, no sharp cut-off; inactive means mostly below about 20%;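 further: plate controls were negative control peptide for no effect and reference peptide for full effect; strong numbers were not always called active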
SARS 3CLpro inh: SARS-CoV 3CLpro protease inhibition | P0C6X7 | recombinant SARS-CoV 3CLpro, quenched FRET peptide cleavage | inhibition, % at 6 µM | hit rate 0.14% among 290,000 | AID 1706; in the data active means inhibition above about 12%
MazEF act: MazEF (E. coli) toxin RNase activation | hit rate 0.32% among 350,000 | FAM/BHQ RNA-DNA oligo cleavage fluorescence, 5 h | activation, % at 20 µM | AID 504720; in the data active means activation above about 50%
Target sequence (P0AE70 whole entry, looked up): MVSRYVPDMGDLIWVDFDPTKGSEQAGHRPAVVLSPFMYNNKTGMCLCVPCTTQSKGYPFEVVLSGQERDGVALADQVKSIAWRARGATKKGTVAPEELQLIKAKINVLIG
Starred values were filed as active, the others as inactive; i = inactive; nt = no result given; & = joins results of further samples. These rows are one share of the data; count on the stated rates, not on these rows.

SMILES	Yp Topo-I inh	PfHsp40 yeast	DUSP3 inh	BH1578 lux ind	Anthrax LF prot	TcdB inh	Rv3671c protease	PriA SSB inh	SARS 3CLpro inh	MazEF act
Cc1cc(C)cc(NC(=O)C(=O)NCC2CCCN2S(=O)(=O)c2cccs2)c1 (stereo unspecified)	1	0.4	nt	i	-2	1.7	-2	-4	nt	-1
COc1ccccc1NS(=O)(=O)c1cccc(NC(=O)NC2CCCCC2)c1	8	3.1	8	-0.3	-2	nt	-17	-2	1	0
Cc1cccc(NC(=O)c2c(C)nn(-c3ccccc3)c2Cl)c1	16	2.4	17	-0.4	-7	1.0	-13	-24	1	-1
O=C(Cc1cccs1)N1Cc2ccccc2-n2nncc2C1	4	nt	nt	-1.1	-4	1.6	nt	nt	nt	7
Cc1cc(C(=O)CSc2ccccc2)cc(C)c1O	-2	1.8	44	-1.2	-8	-1.8	-10	-7	6	-3
CC(=O)NCCn1c(SCC(=O)c2ccccc2)nc2ccccc2c1=O	-10	-1.0	25	i	0	nt	0	nt	1	-16
O=C(Oc1cccc2ccccc12)c1ccccc1	18	2.5	nt	-0.3	-7	-0.3	nt	2	nt	8
CSc1ccccc1NC(=O)CN(C)CC(=O)Nc1ccccc1N1CCOCC1	-4	0.4	12	2.3	1	-0.3	-4	-3	5	4
O=[N+]([O-])c1ccc(N/N=C/c2cccc(O)c2O)cc1	-31	-0.2	4	i	6	1.1	7	nt	-3	-1
Cc1nc2c(C)cccn2c1/C(O)=C1\C(=O)C(=O)N(CCN(C)C)C1c1cccs1 (stereo unspecified)	6	-0.1	nt	i	-4	0.0	nt	nt	nt	-9
COc1ccc(S(=O)(=O)N2CCOC2CNC(=O)C(=O)NCCc2ccccc2)cc1 (stereo unspecified)	12	0.8	6	i	-9	-0.3	3	-8	0	10
Cc1cc(C(=O)NC(=S)Nc2ccccc2N2CCCC2)ccc1[N+](=O)[O-]	1	-0.1	49	i	0	1.0	10	4	-2	2
COC(=O)c1ccccc1NC(=O)COc1ccccc1[N+](=O)[O-]	14	-0.1	-5	-0.5	0	2.0	1	-10	0	-5
COc1ccccc1N(Cc1ccccc1)S(=O)(=O)c1cccc(C(=O)Nc2ncccc2C)c1	12	0.7	nt	2.4	0	1.1	-5	9	nt	-5
O=C1CC(c2cccc(Cl)c2)C(n2cncn2)C(=O)C1C1NCCc2ccccc21 (stereo unspecified)	-11	1.3	2	i	1	nt	-6	-17	2	2
CN(Cc1cccs1)C(=O)CCCc1c[nH]c2ccccc12	1	0.5	18	-0.2	-3	1.5	5	10	-1	1
CCCNC(=O)c1cc(S(=O)(=O)N2CCC3(CC2)OCCO3)ccc1F	0	nt	nt	-0.6	1	0.7	nt	nt	nt	-4
COc1ccc(S(=O)(=O)NCc2cc(-c3ccccc3Cl)no2)cc1	9	-1.1	24	-0.3	-6	-0.4	-9	-9	0	1
O=C(NC(=S)NCc1ccccc1)c1ccccc1F	-2	7.7	16	i	-2	0.3	0	-48	9	7
N#C/C(=C/c1ccc(F)cc1)C(N)=S	3	0.4	7	-0.5	4	0.0	-11	4	-2	4
CSc1cnn(-c2ccccc2)c(=O)c1SC	6	-0.4	1	i	-9	nt	1	-3	1	1
COc1cc(/C=C2/N=C(C3CCCCC3)OC2=O)cc(OC)c1OC	-4	-1.3	23	i	-4	nt	12	-8	1	3
CCOc1ccc(-n2ccnc2SCC(=O)N2CCCc3ccccc32)cc1	36	-0.3	3	-0.2	-2	1.4	-2	25&33	0	-1
CC(=O)OC(C)=O	7	0.1	nt	-0.1	2	0.5	3	1	nt	6
CCC1CN1P(=S)(N1CC1CC)N1CC1CC (stereo unspecified)	0	-1.6	nt	-1.2	-4	1.7	nt	-17	nt	8
Cc1ccc(OCC(=O)n2nc(C)cc2C)c(Br)c1	-6	0.2	31	-6.3	-2	-0.7	3	-31	-1	-3
COc1ccc(C(=O)Nc2ccccc2C(=O)NC2CC2)c(OC)c1OC	0	nt	nt	0.2	2	1.2	nt	nt	nt	1
O=C(Nc1cccnc1)/C(N=Nc1c(Cl)cccc1Cl)=C(\O)c1ccccc1	4	-2.0	1	-0.4	2	nt	2	nt	-1	-2
CCc1nnc(NC(=O)Cc2ccc(OC)c(OC)c2)s1	-16	-1.0	47	-1.5	2	1.2	1	-6	4	3
CCn1nc(C)c(/C=N/NC(=O)c2c[nH]c3ccccc23)c1C	-6	-0.7	2	-0.3	-2	nt	3	nt	-8	2
CC(C)NC(=O)C(=O)NCCCOC(C)C	-6	-1.5	-11	-2.0	-3	nt	14	1	-2	15
COc1ccc(Cl)cc1C(=O)NNC(=O)c1cccc([N+](=O)[O-])c1	4	-1.4	43	-0.3	1	-0.2	-3	-9	3	3
O=C(NCc1nnc2c(C(F)(F)F)cc(Cl)cn12)c1cccs1	5	-1.0	39	i	-5	2.3	-3	-4	0	5
C[C@H](CO)N1C[C@H](C)[C@@H](CN(C)Cc2ccc(C(=O)O)cc2)Oc2ccc(NS(C)(=O)=O)cc2C1=O	5	-0.7	nt	-0.3	-3	0.3&0.4	-1	4	nt	4
BrC(=C\c1ccccc1)/C=N/N1CCN(c2ccccn2)CC1	4	0.1	19	i	-2	nt	4	nt	-1	0
CN(CC(=O)Nc1ccc(F)cc1)C(=O)CSc1ccc2c(c1)OCCO2	9	0.1	nt	i	-6	0.7	7	-4	nt	10
CCC1(C)CN(S(=O)(=O)OCC(Cl)(Cl)Cl)C(=O)N1 (stereo unspecified)	6	-0.8	17	-0.4	-7	0.3	3	4	2	-3
COc1ccc(-c2cc(C(=O)OCC(=O)N(C)C3CCS(=O)(=O)C3)c3ccccc3n2)cc1OC (stereo unspecified)	4	-0.6	12	8.7	0	-0.4	0	-16	6	-21
O=C(Nc1ccc(F)cc1)C1CC(=O)N(Cc2ccco2)C1 (stereo unspecified)	10	-1.7	-4	-0.6	-6	1.6	10	-11	3	7
CC(=O)N/N=C/C1=CCC2CC1C2(C)C (stereo unspecified)	-4	0.4	0	-1.3	-1	-0.7	2	nt	7	-6
COc1ccccc1N1CCN(Cc2cc3c(cc2O)OCO3)CC1	1	1.4	13	2.2	2	-1.6	0	1	4	8
CC(C(=O)Nc1ccccn1)c1ccccc1 (stereo unspecified)	2	-1.6	13	-2.4	nt	0.3	nt	-12&-8	7	-3
CCOC(=O)NCc1ccc(S(=O)(=O)Nc2ccc(C)cc2)cc1	5	2.1	4	i	-3	nt	0	-20	0	1
Cc1nc2sc(-c3ccccc3)cc2c(=O)[nH]1	0	-2.0	4	i	-8	1.3	-6	-6	-1	14
CCn1nc(C)c(CNCc2cn[nH]c2-c2cc3ccccc3o2)c1C	6	-0.1	19	i	-4	-0.7	-1	5	4	2
O=C(NCc1ccccc1F)c1ccc(S(=O)(=O)N2CCCC2)cc1	0	nt	nt	i	-3	1.4	nt	nt	nt	-6
CCOC(=O)C1(C)/C(=N/Nc2ccccc2OC)C(=O)C(=O)N1c1ccccc1 (stereo unspecified)	-2	-0.8	5	-0.1	-4	1.5	5	nt	-2	-17
CCCc1ccc(Oc2cc(Cl)nc(N)n2)cc1	10	22	12	-0.2	-1	-0.6	-9	-16	0	-6
Cc1cccc2c1-c1sc(C(=O)NCCCN3CCCC(C)C3)cc1CO2 (stereo unspecified)	-7	0.2	11	i	-2	2.3	-15	-9	-4	33
Cc1ccc(N2CC(C(=O)Nc3nc4ccc(S(C)(=O)=O)cc4s3)CC2=O)cc1 (stereo unspecified)	-1	0.5	36	-0.4	3	-0.9	-2	1	-1	-4
The listing continues.
SMILES	Yp Topo-I inh	PfHsp40 yeast	DUSP3 inh	BH1578 lux ind	Anthrax LF prot	TcdB inh	Rv3671c protease	PriA SSB inh	SARS 3CLpro inh	MazEF act
Cc1cccc(-c2noc(CCC(=O)NCc3ccco3)n2)c1	-1	-0.9	19	i	0	5.0	2	4	-2	-1
CC(CN1CCCCC1)OC(=O)c1ccc2c(c1)OCO2 (stereo unspecified)	1	0.0	4	i	-1	nt	-3	5	1	-4
COc1ccc(C=CC(=O)c2ccc(OC)c(OC)c2O)cc1OC	8	3.1	nt	-2.0	-4	1.1	nt	-5	nt	10
Cc1ccc2nc(NCc3ccccc3)c(C=NCc3cccnc3)c(=O)n2c1	1	-1.0	5	i	nt	0.4	8	-7	-2	14
CC(c1ccccc1)n1cc(C(=O)NCc2ccccn2)nn1 (stereo unspecified)	-11	0.1	24	i	-2	nt	-8	-10	1	1
Cc1cc(C)n(CCC(=O)N2CCN(S(=O)(=O)c3ccccc3)CC2)n1	0	-1.3	-2	-1.6	-3	1.2	0	-9	1	5
C#CCOCCOCCOCCNc1nc(N2CCOCC2)nc(N2CCN(C(=O)[C@H]([C@@H](C)O)n3cc(CCCCN)nn3)CC2)n1	3	0.9	12	-2.2	-3	0.2	7	-5	-6	0
O=C(Nc1cccc(Cl)c1N1CCOCC1)c1cccnc1	-8	0.4	30	-0.3	7	1.6	-10	4	3	0
CCCc1cnc(N2CCN(S(C)(=O)=O)CC2)nc1	2	-0.7	18	-0.5	-1	1.1	-1	-2	2	11
COC(=O)c1c(NC(=O)/C=C/C(=O)O)sc(C)c1-c1ccc(C)cc1	-7	-0.8	38	-0.2	-4	0.8	-4	6	1	-1
CC(=O)Nc1c2c3c(cccc3n(C)c1=O)C(=O)c1ccccc1-2	-3	1.1	9	-12	2	nt	-3	2	2	-6
COCCCNc1nc2c(c(=O)n(C)c(=O)n2C)n1Cc1cccc(OC)c1	0	1.6	-14	-0.4	3	nt	-5	0	-3	-1
O=C1Nc2ccc(S(=O)(=O)NCCCO)c3cccc1c23	-4	-0.9	9	-0.3	-1	0.4	nt	-15	-2	-34
OC1CCCN(Cc2cccc3ccccc23)C1 (stereo unspecified)	-1	-0.8	0	-0.2	4	nt	-7	5	-3	-9
COc1ccc(C(=O)NCC(=O)OCc2nc(N)nc(Nc3ccccc3C)n2)cc1	-10	-0.8	nt	i	-7	-7.5	1	2	nt	7
O=C(COC(=O)c1cccnc1Cl)c1ccccc1	-3	0.0	11	0.3	-4	0.7	-6	-4	-4	-15
CCOC(=O)C1(CC2CC2)CCN(Cc2cn[nH]c2-c2cccc(F)c2)CC1	11	-0.1	25	-0.3	-2	0.6	0	-7	-3	-3
O=[N+]([O-])c1cnc2ccccn12	6	0.8	0	i	-9	1.1	0	-9	3	-1
CN1CCN(C(=S)NC(=O)c2ccc(C(C)(C)C)cc2)CC1	2	-0.7	7	-1.0	-4	-0.1	8	1	-1	-11
COc1ccc(CSCC(=O)N/N=C/c2ccccc2O)cc1	18	-0.4	29	-0.5	0	-1.3	-6	nt	2	1

Four compounds from above, ordered by molar mass, rising.
SMILES	Yp Topo-I inh	PfHsp40 yeast	DUSP3 inh	BH1578 lux ind	Anthrax LF prot	TcdB inh	Rv3671c protease	PriA SSB inh	SARS 3CLpro inh	MazEF act
O=C(Nc1cccc(Cl)c1N1CCOCC1)c1cccnc1	-8	0.4	30	-0.3	7	1.6	-10	4	3	0
Cc1ccc(OCC(=O)n2nc(C)cc2C)c(Br)c1	-6	0.2	31	-6.3	-2	-0.7	3	-31	-1	-3
O=C(Nc1cccnc1)/C(N=Nc1c(Cl)cccc1Cl)=C(\O)c1ccccc1	4	-2.0	1	-0.4	2	nt	2	nt	-1	-2
C#CCOCCOCCOCCNc1nc(N2CCOCC2)nc(N2CCN(C(=O)[C@H]([C@@H](C)O)n3cc(CCCCN)nn3)CC2)n1	3	0.9	12	-2.2	-3	0.2	7	-5	-6	0

Carrying on:
SMILES	Yp Topo-I inh	PfHsp40 yeast	DUSP3 inh	BH1578 lux ind	Anthrax LF prot	TcdB inh	Rv3671c protease	PriA SSB inh	SARS 3CLpro inh	MazEF act
CC(C)c1ccc(NC(=O)c2ccc3snnc3c2)cc1	-7	0.8	10	0.8	1	2.8	-5	3&-22	2	0
COc1ccc(CCNCC(=O)Nc2ccc(C)c(S(=O)(=O)N(C)C)c2)cc1OC	4	0.0	-1	i	-2	1.6	-7	-1	-3	-19
CCOC(=O)c1ccc(NC(=S)N2CCN(C)CC2)cc1	2	0.0	4	i	8	0.0	0	-6	-4	0
O=C(COC(=O)c1cccnc1Cl)c1ccc2c(c1)OCCO2	3	2.4	3	0.7	4	1.4	0	-2	2	-2
